UTI89 phage lysis – inhibition of K1F phage lysis, E. coli UTI89, bacterial capsule biogenesis inhibitors, alamar blue (AID 488966); E. coli UTI89 K1F phage lysis, alamar blue, 2 h; higher % means a stronger effect; inhibition, % at 100 µM; hits with a dose series show IC50 in µM; 0.02% of 340,000 active;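 active = phage lysis inhibition, versus mean bacterial control, above a set limit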;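 also: capsule biogenesis inhibitors block K1F phage lysis so surviving cells raise fluorescence; higher fluorescence means more inhibition of phage lysis; actives were called in the ten point dose series up to 300 µM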
SIAH1 antagonists – blockers of Siah-1 interaction with plectin peptide – biochemical, fluorescence polarization, rhodamine-plectin, uHTS, primary screen (AID 1817); Siah-1 / rhodamine-plectin peptide fluorescence polarization; higher % means a stronger effect; displacement, % at 20 µM, or IC50 in µM where a hit was titrated; 0.02% of 290,000 active;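 active = displacement of at least 50% at 20 µM, with a fluorescence ratio check between 0.3 and a set limit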;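 also: plate controls were Siah plus tracer with DMSO for no effect and tracer alone without Siah for full effect; strong numbers were not always called active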
PMI inhibitors – MPI enzyme activity inhibition – biochemical, fluorescence intensity, coupled assay, primary screen (AID 1209) | one-dose inhibition, % at 20 µM; IC50 in µM for titrated hits | 0.42% of 190,000 active | purified PMI enzyme, coupled fluorescence intensity; higher % means a stronger effect;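 also: plate controls were DMSO vehicle for no effect and wells lacking substrate for full effect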
TNAP activation fold – human TNAP enzyme activators, primary screen, biochemical, luminescent, no phosphate acceptor, uHTS (AID 1001) | purified TNAP, luminescent activation assay, no phosphate acceptor; higher activation fold means a stronger effect | activation fold at 20 µM; hits with a dose series show EC50 in µM | 0.03% of 200,000 active; in the data active = activation fold from about 3, or a potency from the dose series; inactive = the rest, 99 in 100 with activation fold below about 1.6; also: many of its hits are not listed in these tables
Lipid droplet – hepatic lipid droplet formation modulation; AML12 mouse hepatocytes, oleate lipid droplets, BODIPY imaging; inhibition, % at 6.5 µM; 0.4% of 240,000 active;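 active = lipid droplet intensity inhibited by at least 50%, with more than 500 cells counted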
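System: AML12 hepatocytes (mouse). Probe or stimulus: oleic acid at 100 µM to induce lipid droplet formation. Times: overnight treatment with compound plus oleate. Detection: Image-based BODIPY and DAPI two-channel analysis. Evaluation: percent inhibition of filter-corrected integrated lipid droplet intensity per well.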
PMI inhibition – human PMI inhibitors, high substrate, primary screen, biochemical, fluorescence intensity, high mannose 6-phosphate (AID 1220) | recombinant PMI enzyme, coupled fluorescence intensity; higher % means a stronger effect | inhibition, % at 20 µM, or IC50 in µM where a hit was titrated | 0.66% of 190,000 active
P. falciparum M1AAP – P. falciparum M1AAP inhibitors, biochemical, fluorogenic H-Leu-NHMec substrate, 1536-well (AID 1445) | recombinant M1AAP, H-Leu-NHMec fluorogenic kinetic assay; higher % means a stronger effect | 0.42% of 220,000 active | inhibition, % at 30 µM; hits with a dose series show IC50 in µM;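 active = primary inhibition above the hit cutoff, then over 50% inhibition at one or more dose response concentrations, cut at about 23% in these data, passing the limit was not always enough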;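 also: plate controls were DMSO full reaction for no effect and no enzyme background for full effect; strong numbers were not always called active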
M17LAP inhibition – P. falciparum M17LAP inhibitors, primary screen, biochemical, fluorogenic H-Leu-NHMec substrate, 1536-well (AID 1619); recombinant M17LAP, H-Leu-NHMec fluorogenic kinetic assay; higher % means a stronger effect; 0.38% of 220,000 active; one-dose inhibition, % at 30 µM; IC50 in µM for titrated hits;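 active = compound inhibiting the enzyme by more than half at any dose during confirmatory dose-response retesting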;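 also: plate controls were full reaction with DMSO carrier for no effect and no enzyme background for full effect; strong numbers were not always called active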
XIAP displacement – XIAP antagonists, biochemical, IAP family, fluorescence polarization (AID 1018); XIAP BIR domain, fluorescence polarization peptide displacement; higher % means a stronger effect; displacement, % at 20 µM, or IC50 in µM where a hit was titrated; 0.007% of 200,000 active; in the data active = displacement above about 50%; also: a part of the inactive calls stands beside numbers as strong as those of hits
Lipid droplet cells 6.5 µM – further read-out of Lipid droplet, marked with its call; cell count; measured here: cell count, cytotoxicity flag;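 cells counted across two imaged fields per well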
* hit, by the source's call; . = not tested or not shown; [ ] = dose if it differs, or a comment. Rule as the data show it, unless noted: active = inhibition above about 50%; inactive = the rest. The order is random (roughly 1.9% active in at least one column).

SMILES	UTI89 phage lysis	SIAH1 antagonists	PMI inhibitors	TNAP activation fold	Lipid droplet	Lipid droplet cells 6.5 µM	PMI inhibition	P. falciparum M1AAP	M17LAP inhibition	XIAP displacement
COC(=O)c1ccc(=O)n(-c2ccc(OC)cc2)c1	0.2%	8%	6%	1.1	.	.	6%	0%	-5%	-1.6%
O=c1c(-c2ccco2)[n+]([O-])c2ccccc2n1OCc1ccccc1[N+](=O)[O-]	-0.7%	-1%	9%	1.1	12	648	16%	6%	6%	-13%
CC(=O)N1CCC2(CC1)CC(=O)c1cc(OCC(=O)N3CCOCC3)ccc1O2	-0.3%	6%	-7%	1	-20	706	-1%	19%	-47%	-3.6%
CCN1CCN(C(CNS(=O)(=O)c2ccc(OC)cc2)c2cccnc2)CC1 (stereo not given)	3.8%	6%	6%	1.2	10	593	4%	-2%	13%	-4.1%
CN1CCN(NC(=O)c2cccs2)CC1	0.0%	6%	-14%	1.1	18	675	6%	2%	-1%	-3.7%
Fc1ccccc1C1c2cccn2CCN1C(=S)Nc1cccc(Br)c1 (stereo not given)	0.3%	-5%	22%	1.1	-3	709	27%	2%	-8%	-2.3%
CCNc1nc(NC(C)C)nc(N(C#N)CC(=O)OC)n1	-0.2%	-4%	-23%	1	-2	746	-16%	9%	-3%	-6.4%
COc1ccc(-c2cc(C(F)(F)F)n3nc(C(=O)N4CCCC4)cc3n2)cc1	1.2%	1%	-2%	1.2	.	.	-4%	4%	4%	-3.6%
Cc1csc(NC(=O)C2CCN(S(=O)(=O)c3ccc4c(c3)oc(=O)n4C)CC2)n1	-1.0%	1%	2%	1.2	.	.	-2%	5%	8%	-15%
O=C(Oc1c(-c2ccccc2)c(=O)n2c3c(cccc13)CC2)c1cccc([N+](=O)[O-])c1	.	1%	.	.	-16	699	.	9%	2%	.
CCc1nc2oc3ccccc3c(=O)c2c(=O)n1-c1ccc(C)cc1	.	16%	.	.	12	751	.	7%	5%	.
Cc1ccc(N=Cc2nc(/C=C/c3cccc([N+](=O)[O-])c3)oc2O)cc1	-0.9%	2%	-6%	1	.	.	-15%	10%	11%	8.3%
O=C(NC12CC3CC(CC(C3)C1)C2)c1cc2nc(-c3ccco3)cc(C(F)(F)F)n2n1	-0.3%	-1%	9%	1.1	-3	656	7%	-4%	-2%	-3.7%
CC(=O)c1ccc(NC(=O)COc2ccccc2C(=O)Nc2ccc(C)cn2)cc1	-0.2%	0%	3%	1.2	-4	662	3%	0%	-12%	0.8%
CCC1CCCCN1C(=O)c1nn2cccnc2c1Cl (stereo not given)	0.5%	2%	6%	1.1	0	737	1%	2%	-6%	-6.0%
COc1ccc(C2C(C#N)=C(N)Oc3n[nH]c(C)c32)cc1Cn1nc(C)c([N+](=O)[O-])c1C (stereo not given)	0.0%	3%	22%	1	-7	506	20%	6%	12%	2.0%
O=C(c1cc(-c2ccc3c(c2)OCO3)on1)N1CCN(c2ccccc2)CC1	0.8%	-8%	-1%	1.1	.	.	-3%	6%	5%	-1.7%
O=C(NNS(=O)(=O)c1ccc(Cl)cc1)c1cc(-c2ccccc2)nc2ccccc12	-0.8%[50 µM]	20%	1%	1	-28	635	7%	36µM*	7%	-3.9%
CC(=O)Nc1ccc(NC(=O)C(C)OC(=O)c2ccc3c(c2)OCCO3)cc1 (stereo not given)	-0.1%	-1%	.	.	15	618	.	2%	13%	.
Nn1c(SCC(=O)NCCC2=CCCCC2)nnc1C1CCCCC1	-0.2%	4%	4%	1.1	-3	682	0%	-3%	-3%	-1.4%
O=c1cn[nH]c2ccccc12	1.6%[50 µM]	-1%	.	.	-22	699	.	-6%	33%	.
CC(C)C(=O)N1CCN(c2ccc(NC(=O)c3cccs3)cc2)CC1	1.6%	0%	-4%	1.1	-2	752	-6%	10%	-8%	2.8%
Cc1cccc(-n2ncc3c(N4CCCC4)ncnc32)c1	0.1%	0%	4%	1	20	713	2%	-2%	-11%	-4.5%
Cc1sc2nc(SCC(=O)N3CCCCC3)[nH]c(=O)c2c1C	0.5%	-2%	9%	1.1	.	.	12%	6%	37%	-4.1%
COc1cc(/C=C(\C#N)c2ccccn2)ccc1OCC(=O)Nc1cccc(C(F)(F)F)c1	1.0%[50 µM]	4%	-11%	1	-25	697	2%	16%	1%	-8.5%
O=C(O)COc1ccc(Oc2ccccc2)cc1	1.3%	2%	7%	1	4	579	4%	8%	12%	-1.2%
O=C(NC1CCCC1)C(c1ccc(Cl)cc1)N1CCOCC1 (stereo not given)	-0.2%	0%	2%	1.1	5	684	4%	3%	0%	-1.5%
Cc1nn(CCC(N)=S)c2nc(-c3cccs3)cc(C(F)(F)F)c12	0.0%	0%	32%	1.6	11	638	16%	3%	7%	-6.2%
Cc1ccc(/C=C/C(=O)Nc2sc3c(c2C#N)CCCC3)o1	-0.2%	6%	0%	1	33	678	8%	9%	7%	-6.4%
O=C1CC(N2CCC(c3nc4ccccc4o3)CC2)C(=O)N1 (stereo not given)	0.0%	3%	-4%	1.1	2	664	-8%	-16%	-8%	-5.7%
Cc1cccc(C)c1NC(=O)C(c1ccccc1)N1CC(=O)Nc2ccccc21 (stereo not given)	0.9%	-6%	-5%	1.1	-17	734	6%	4%	0%	-1.3%
Cc1cccc(N2CC(C(=O)Nc3ccc4c(c3)OCO4)CC2=O)c1C (stereo not given)	0.5%	0%	0%	1	8	735	-4%	9%	14%	-4.0%
CCS(=O)(=O)NCc1cn2ccsc2n1	0.4%	-2%	-2%	1	.	.	2%	0%	-15%	-2.6%
COc1cc(C2=NOC(C(=O)Nc3ccc(C)cc3)C2)cc(OC)c1OC (stereo not given)	1.1%	-3%	12%	1	.	.	16%	-5%	-13%	-5.0%
CC(C)COc1ccc(C(=O)Nc2ccc(SC(F)F)cc2)cc1	-0.8%	4%	-7%	0.9	-17	614	-19%	1%	0%	1.3%
Cc1cc(C)c2[nH]c(=O)c(CN(CC3CCCO3)C(=S)Nc3ccccc3)cc2c1 (stereo not given)	5.3%	-2%	28%	1.3	10	604	15%	-2%	1%	-11%
Cc1ccc(OCCOC(=O)Nc2ccccc2)cc1	5.4%	10%	-9%	1.1	-3	693	-6%	-3%	-6%	4.0%
Cc1cc(C)n2nc(N)c(N=Nc3cccc(Cl)c3)c2n1	0.1%	8%	4%	0.9	-4	682	3%	2%	-18%	-1.2%
COc1ccccc1C1=Nn2c(nnc2C2CCCCC2)SC1	5.3%	-2%	20%	1	-10	684	9%	1%	-1%	-7.9%
COc1ccc(C(=O)NNC(=O)c2ccc(C)cc2)cc1S(=O)(=O)N1CCCC1	0.2%	-1%	5%	1.4	10	673	5%	6%	1%	-8.1%
C=CCNC(=O)C1COc2ccccc2O1 (stereo not given)	-0.7%[50 µM]	1%	.	.	17	672	.	2%	0%	.
O=C(CSc1nc2c(cnn2-c2ccccc2)c(=O)[nH]1)c1ccc(Cl)cc1	1.1%	27%	10%	1.1	-4	677	1%	5%	10%	-6.2%
Cc1cc(Cl)n2ncc(-c3ccccc3)c2n1	-2.8%	0%	.	.	-6	719	.	11%	11%	.
O=C1CC(Cc2ccccc2)C(=O)N1CCc1ccc2c(c1)OCO2 (stereo not given)	0.5%	3%	19%	1.1	0	692	11%	6%	2%	-4.2%
CC1(OC(=O)CCc2ccccc2)C(=O)C=C2C=C(c3ccc(C#N)cc3)N(c3ccccc3)C=C2C1=O (stereo not given)	1.1%	0%	.	.	-2	726	.	5%	17%	.
Cc1ccc(NCc2nnc(SCC(=O)NCCc3ccccc3)n2C)cc1	-2.0%	1%	6%	1.1	.	.	4%	6%	4%	-2.4%
CCn1cc(C(=O)OCC(=O)Nc2cccc(S(=O)(=O)N3CCOCC3)c2)c(=O)c2ccc(C)nc21	12%	2%	11%	1.1	-7	732	6%	4%	2%	-12%
Fc1ccc(OCc2nc(-c3ccncc3)n[nH]2)cc1	0.2%	4%	-9%	1	-7	618	0%	0%	-2%	-18%
N=c1ccn(Cc2ccccc2Cl)cc1	0.0%	2%	7%	1	-7	758	7%	3%	8%	-4.9%
O=C(c1ccc(Cl)cc1[N+](=O)[O-])N1CCOCC1	1.0%	0%	-18%	1.1	-149	715	-13%	-6%	-12%	-5.0%
O=C(Nc1ccc(S(=O)(=O)Nc2nccs2)cc1)C1CC(=O)N(c2ccccc2)C1 (stereo not given)	1.0%	6%	-16%	1.2	10	671	-9%	6%	10%	-4.4%
CCc1nnc(NC(=O)CN2CCN(C3CCCCC3)CC2)s1	-0.2%[50 µM]	2%	-4%	1.1	.	.	-14%	-4%	-2%	-2.0%
COC(=O)C(O)(NC(=O)c1ccncc1)C(F)(F)F (stereo not given)	0.8%	5%	.	.	-5	653	.	29%	-5%	.
CCOC(=O)C(=O)Nc1ccc(OC)c(Cl)c1	0.3%	3%	-5%	1.1	2	705	-8%	-2%	-2%	-0.7%

Part of the list above, as labelled records.
smiles: Cc1sc2nc(SCC(=O)N3CCCCC3)[nH]c(=O)c2c1C
- UTI89 phage lysis = 0.5%
- SIAH1 antagonists = -2%
- PMI inhibitors = 9%
- TNAP activation fold = 1.1
- Lipid droplet = .
- Lipid droplet cells 6.5 µM = .
- PMI inhibition = 12%
- P. falciparum M1AAP = 6%
- M17LAP inhibition = 37%
- XIAP displacement = -4.1%

smiles: Cc1ccc(OCCOC(=O)Nc2ccccc2)cc1
- UTI89 phage lysis = 5.4%
- SIAH1 antagonists = 10%
- PMI inhibitors = -9%
- TNAP activation fold = 1.1
- Lipid droplet = -3
- Lipid droplet cells 6.5 µM = 693
- PMI inhibition = -6%
- P. falciparum M1AAP = -3%
- M17LAP inhibition = -6%
- XIAP displacement = 4.0%

smiles: CCc1nc2oc3ccccc3c(=O)c2c(=O)n1-c1ccc(C)cc1
- UTI89 phage lysis = .
- SIAH1 antagonists = 16%
- PMI inhibitors = .
- TNAP activation fold = .
- Lipid droplet = 12
- Lipid droplet cells 6.5 µM = 751
- PMI inhibition = .
- P. falciparum M1AAP = 7%
- M17LAP inhibition = 5%
- XIAP displacement = .
